Bioassay records deposited in PubChem by Small Molecule Screening Facility, UW Madison.
RMI-FANCM inh = inhibitors of human RMI core complex binding to FANCM MM2; Fluorescence polarization, RMI core complex with F-MM2 peptide; stronger effect = lower value; AID 1159607; 70,000 tested, 0.58% active; FP signal (polarization) at 33 µM; in the data active = FP signal below about 40; note: inactives centre near 61; strong numbers were not always called active; unit not given here
* hit, by the source's call; & = joins results of further samples. Some of the compounds tested; rates above refer to the full screens.

RMI-FANCM inh | molecule
59 | COC(=O)CC(=O)NC(CSC(=O)Nc1ccc(SC(F)(F)F)cc1)C(=O)OC (stereo unspecified)
64 | CC(C)(C)n1cnnc1Sc1ccc([N+](=O)[O-])cn1
55 | COc1ccc([N+](=O)[O-])c(S(=O)(=O)c2ccc(Cl)cc2)n1
60 | COc1ccc2nc(-c3ccc([N+](=O)[O-])cc3)nc(-c3ccccc3)c2c1
55 | CCOC(=O)N1CCC(NC(=O)c2nccnc2C(=O)Nc2ccc(C)cc2)CC1
68 | CC(C)(c1ccccc1)c1ccc(OCC(=O)N2CCOCC2)cc1
54 | Cc1ccc(C)c(-c2nnc(NC(=O)C3CCN(S(=O)(=O)c4cccs4)CC3)o2)c1
50 | Cc1nnsc1-c1nc2cccc(C)c2c(=O)o1
74 | CCOc1ccc(-c2ccc(N3CCN(C(=O)c4c(OC)cccc4OC)CC3)nn2)cc1
52 | O=C(CSc1nnc(Cc2ccsc2)o1)c1cccc([N+](=O)[O-])c1
82 | COc1ccc(-c2c(C#N)c(N)nc(Sc3ccc(Cl)cc3)c2C#N)cc1
70 | CCOC(=O)c1cnn(-c2cccc(C)c2C)c1N
66 | C=CCN1C(=O)C(C)(C)COc2cc(NS(=O)(=O)c3ccc(NC(=O)CC)cc3C)ccc21
54 | O=C(NCc1cccnc1)C(=O)NCc1cccs1
83 | CCOc1ccc(C(=O)Nc2cccc(-c3cn4ccsc4n3)c2)cc1
59 | O=C1C=C/C(=N/Oc2ccc([N+](=O)[O-])cc2[N+](=O)[O-])c2cccnc21
62 | Cc1cc(S(=O)(=O)N2CCOCC2)ccc1F
54 | O=C(CSc1nccc(C(F)(F)F)n1)c1cccnc1
64 | CCOC(=O)c1nn(-c2ccc(OC)cc2)c(=O)c2c(NC(=O)c3c(OCC)ccc4ccccc34)scc12
51 | O=[N+]([O-])c1cccc(Cl)c1Oc1ccccc1
65 | O=S(=O)(CCSc1nccc(-c2ccc(Cl)cc2)n1)c1ccccc1
55 | CN(S(=O)(=O)c1ccc(F)cc1)S(=O)(=O)c1ccc(Cl)cc1
61 | CCOC(=O)OC(C)OC(=O)[C@@H]1N2C(=O)[C@@H](NC(=O)[C@H](N)c3ccccc3)[C@H]2SC1(C)C (stereo partly specified)
59 | O=C(Nc1ccc(F)cc1)Nc1nc(C(=O)NCC2CCCO2)cs1 (stereo unspecified)
55 | CS(=O)(=O)c1ccccc1C(=O)N(CCCN1CCOCC1)c1nc2ccc(F)cc2s1

The final 6 compounds of the section above come first, to join the parts.
RMI-FANCM inh | molecule
51 | O=[N+]([O-])c1cccc(Cl)c1Oc1ccccc1
65 | O=S(=O)(CCSc1nccc(-c2ccc(Cl)cc2)n1)c1ccccc1
55 | CN(S(=O)(=O)c1ccc(F)cc1)S(=O)(=O)c1ccc(Cl)cc1
61 | CCOC(=O)OC(C)OC(=O)[C@@H]1N2C(=O)[C@@H](NC(=O)[C@H](N)c3ccccc3)[C@H]2SC1(C)C (stereo partly specified)
59 | O=C(Nc1ccc(F)cc1)Nc1nc(C(=O)NCC2CCCO2)cs1 (stereo unspecified)
55 | CS(=O)(=O)c1ccccc1C(=O)N(CCCN1CCOCC1)c1nc2ccc(F)cc2s1
63 | Cc1cc(NC(=O)c2c(F)cccc2F)n(-c2nc3c(cnn3-c3cccc(Cl)c3)c(=O)[nH]2)n1
68 | CCOC(=O)C1C(=O)C=C(c2ccc3ccccc3c2)CC1c1ccc(F)cc1 (stereo unspecified)
103 | O=C(Oc1ccccc1)c1ccc(Br)cc1
54 | CC(=O)Nc1sc(=Nc2ccc(C)c(C)c2)n(C(C)=O)c1-c1ccc2c(c1)OCO2
54 | COc1ccc(NC(=O)CSc2nnc(CN3CCOCC3)o2)c(OC)c1
55 | CC[N+](C)(CC)CCOC(=O)C1c2ccccc2Oc2ccccc21
57 | CC(=O)Nc1cccc(-c2cc(-c3c(Cl)cccc3Cl)no2)c1
59 | Cc1cc2cc(CCNC(=O)C(=O)c3c(C)[nH]c4ccccc34)c(=O)[nH]c2cc1C
64 | Cc1cc(C)c(S(=O)(=O)NCCCn2ncccc2=O)cc1C
51 | N#Cc1sc2nnc(-c3ccncc3)n2c1N
53 | Cc1ccc(S(=O)(=O)N2CCOC23CCN(C(=O)c2cc(Cl)ccc2Cl)CC3)cc1
63 | CCOc1ccc(C(=O)Nc2cccc(-c3ccc4nnc(-c5ccncc5)n4n3)c2)cc1
59 | COc1ccc(S(=O)(=O)C(CNC(=O)Cc2ccc(F)cc2)c2cccs2)cc1 (stereo unspecified)
61 | COC(=O)c1ccc(C(=O)Nc2nc(-c3csc(NC(=O)c4ccc(C(=O)OC)cc4)n3)cs2)cc1
54 | O=C(COc1ccc(C2=Nc3ccccc3NC(c3ccccc3)C2)cc1)Nc1ccccc1 (stereo unspecified)
55 | S=C1NCN(CCc2ccncc2)CN1
61 | COC(=O)c1c(C)nn(C(=O)c2ccc(Cl)cc2)c1-c1snnc1C
58 | N#C/C(=C\c1ccco1)c1ccc([N+](=O)[O-])cc1
64&65 | CC(=O)N(O)CCCCCNC(=O)CCC(=O)N(O)CCCCCNC(=O)CCC(=O)N(O)CCCCCN
50 | CC(=O)Oc1ccccc1/C(=C/C=C(c1ccccc1)c1ccccc1)N1CCOCC1
59 | Cc1ccc(OC(=O)c2cc(Br)cc3c2OCC3)cc1
60 | COCCCNC(=O)C1CC(=O)N(C2CCCCC2)C1 (stereo unspecified)
60 | O=C(Nc1c2c(nn1C1CCS(=O)(=O)C1)CSC2)c1ccccc1 (stereo unspecified)
57 | Cc1cccc(-n2nc3c(c2NC(=O)c2ccc(S(=O)(=O)N4CCCCC4)cc2)CS(=O)C3)c1C (stereo unspecified)
60 | O=C1c2cccc3cccc(c23)C(=O)N1Cc1ccc2c(c1)OCO2

RMI-FANCM inh | molecule
91 | Cc1cc(C)n(CC(=O)Nc2cccc(Cl)c2C)c(=O)c1S(=O)(=O)c1ccccc1
54 | Cc1onc(NC(=O)c2nccnc2C(=O)O)c1Br
72 | O=C(NCCN1CCOC(c2ccccc2)C1)C(=O)Nc1ccc(F)c(F)c1 (stereo unspecified)
62 | COc1ccc2c(c1)O[C@@H]1COc3cc(OC)c(OC)cc3[C@@H]1C2=O
60 | O=C1Nc2ccc(Br)cc2C(c2ccccc2Cl)C1N1CCCCC1 (stereo unspecified)
57 | COc1ccc(N2CCN(C(=O)C(=O)Nc3cccc(SC)c3)CC2)cc1
66 | CCCNC(=O)CSc1ccc(NC(=O)C(C)C)nn1
56 | N#C/C(=C/c1ccc([N+](=O)[O-])cc1)C(=O)Nc1ccccc1O
63 | COc1ccc2nc(-n3nc(C)cc3NC(=O)c3ccc4ncsc4c3)sc2c1
62 | O=C(NCCOc1ccccc1)C1CC1
48 | O=[N+]([O-])c1ccc2nc3c(O)c4ccccc4c(O)c3nc2c1
54 | COc1cc(OC)nc(NCC(NC(=O)c2ccccc2)C(N)=O)n1 (stereo unspecified)
54 | CC(=O)Nc1ccc(C2SCCS2)cc1
62 | COCCN1CCCc2ccc(NS(=O)(=O)c3cc(C)ccc3OC)cc21
55 | COc1ccc(-c2cnc(SCc3cccc(C(F)(F)F)c3)n2C)cc1
56 | C/C(=N\NC(=O)COc1cccc2cccnc12)c1ccc(N)cc1
67 | CCOC(=O)C(C)Sc1nnc(NC(=O)Cc2ccc(OC)cc2)s1 (stereo unspecified)
63 | COC(=O)Nc1nc(CC(=O)O)cs1
63 | Nc1ccccc1C(=O)CC(N)C(=O)O (stereo unspecified)
60 | O=c1c(-c2ccccc2)c(C(F)(F)F)oc2c3c(ccc12)OCN(Cc1ccccn1)C3
55 | CS(=O)(=O)c1ccc(C(=O)O)c(Cl)c1
54 | CC(C)c1ccc(NC(=O)Cc2cc(=O)[nH]c(SCc3ccccc3)n2)cc1
55 | O=C1NC(c2ccccc2)=N/C1=C/c1ccc(OCc2ccccc2)cc1
61 | COc1ccc(-c2nsc(SCC(=O)NC3CCCCC3)n2)cc1
71 | Cc1nc2ccc3nc(NC(=O)Cc4ccc(C(C)C)cc4)sc3c2s1

The last six records of the section above come first, to join the parts:
RMI-FANCM inh | molecule
60 | O=c1c(-c2ccccc2)c(C(F)(F)F)oc2c3c(ccc12)OCN(Cc1ccccn1)C3
55 | CS(=O)(=O)c1ccc(C(=O)O)c(Cl)c1
54 | CC(C)c1ccc(NC(=O)Cc2cc(=O)[nH]c(SCc3ccccc3)n2)cc1
55 | O=C1NC(c2ccccc2)=N/C1=C/c1ccc(OCc2ccccc2)cc1
61 | COc1ccc(-c2nsc(SCC(=O)NC3CCCCC3)n2)cc1
71 | Cc1nc2ccc3nc(NC(=O)Cc4ccc(C(C)C)cc4)sc3c2s1
59 | CCOC(=O)NC(=S)Nc1c(C)n(C)n(-c2ccccc2)c1=O
57 | CNC[C@H](O)c1ccc(O)c(O)c1
53 | S=C1NCCc2ccccc21
63 | O=C(CCCSc1ccc(NC(=O)c2ccco2)nn1)Nc1ccc2c(c1)OCCO2
23 | Cc1nnc(SC/C=C/c2ccccc2)n(N)c1=O
63 | CCc1c(C)nc(SCC(=O)N2CCCC2)[nH]c1=O
53 | Cc1ccc(NS(=O)(=O)c2ccc3c(c2)OCCO3)cc1N1CCCCC1=O
62 | CC1(C)O[C@@H]2C[C@H]3[C@@H]4CCC5=CC(=O)C=C[C@]5(C)[C@@]4(F)[C@@H](O)C[C@]3(C)[C@]2(C(=O)CO)O1
64 | O=C(NCCCS(=O)(=O)N1CCN(c2ccccn2)CC1)c1ccc(F)c(F)c1
49 | COC(=O)c1cc(S(=O)(=O)NCCc2c[nH]c3ccccc23)oc1C
65 | COC(=O)c1ccc(Cn2nc(C3CC3)c3cnn(-c4ccccc4C)c3c2=O)cc1
71 | CC(C)(C)C(=O)NCCOc1ccc2nnc(-c3ccccc3Cl)n2n1
107 | COc1ccc(C)c2sc(N(CCCN(C)C)C(=O)c3ccc(S(=O)(=O)N4CCc5ccccc5C4)cc3)nc12
59 | Cc1cc(C)nc(SCCS(=O)c2ccc(C(C)(C)C)cc2)n1 (stereo unspecified)
54 | CCC(C)NC(=O)c1ccc2nccnc2c1 (stereo unspecified)
62 | O=C(N/N=C\c1cccc2ccccc12)c1cc(-c2ccc(F)cc2)n[nH]1
53 | CCOC(=O)c1nn(-c2cccc(Br)c2)c(=O)cc1OC
69 | O=S(=O)(NCCOc1ccc2nnc(-c3ccccc3)n2n1)c1ccc2ccccc2c1
65 | Cc1ccccc1OCC(=O)Nc1nnc(Cc2ccc(F)cc2)o1
63 | CC(=O)O[C@H]1C[C@@H](OC(C)=O)C(C)(C)C2CC(=O)[C@]3(C)C(CC[C@@]4(C)[C@H](C(=O)O)OC(=O)C5OC543)[C@]21C (stereo partly specified)
103 | CCOc1ccc(NC(=O)C2CCN(c3ccc(S(=O)(=O)c4ccc(C)cc4)nn3)CC2)cc1
69 | Cc1cc(-c2nnc(NC(=O)C3CCN(S(=O)(=O)c4cccs4)CC3)o2)n(C)n1
62 | O=c1cc(CSC(=S)N2CCSCC2)c2ccccc2[nH]1
117 | COc1ccc2nc(-c3ccc(F)c(NC(=O)Cc4ccc(Cl)cc4)c3)cn2n1
56 | COc1ccc(OCC(O)Cn2c(N3CCCCCC3)nc3c2c(=O)[nH]c(=O)n3C)cc1 (stereo unspecified)

RMI-FANCM inh | molecule
63 | CC(=O)c1ccc(NC(=O)CSC(C)C)cc1
58 | O=C1Cc2cc(NS(=O)(=O)c3ccc([N+](=O)[O-])cc3)cc3c2N1CCC3
74 | O=C(c1cccc(NS(=O)(=O)c2cccc(F)c2)c1)N1CCOCC1
67 | COc1ccc(-c2csc(N)n2)cc1OC
52 | C=CCNC(=O)C(=O)Nc1c(C(N)=O)oc2ccccc12
61 | COc1ccccc1NC(=O)CSc1nc2nc(C)cc(C)c2c(=O)[nH]1
68 | CCOC(=O)c1oc2ccccc2c1NC(=O)c1ccc([N+](=O)[O-])o1
57 | CC1(C)C(=O)C2(C(=O)Nc3cccc(Cl)c3)CCC1C2 (stereo unspecified)
55 | O=C(NCCCl)NCc1n[nH]c(=O)c2ccccc12
70 | Cc1nc2ccccc2n1Cc1ccc(C(=O)NCc2ccc(Cl)cc2)o1
49 | CN(C)C(CNS(=O)(=O)c1ccc(Cl)s1)c1ccco1 (stereo unspecified)
42 | CCc1c2c(nc3sc(C(=O)c4ccc5c(c4)OCCO5)c(N)c13)CC(C)(C)CC2=O
43 | NC(=O)c1cnc2n(c1=O)CCS2
56 | CC(C)(C)c1cc(=O)n2[nH]cc(-c3ccccc3Cl)c2n1
54 | O=C(CSc1nnc(-c2cccnc2)o1)Nc1ccc2c(c1)OCCO2
63 | COCC(=O)Nc1ccc2c(c1)N(C(=O)C1CCCO1)CC2 (stereo unspecified)
52 | COc1ccc(C)c2sc(NC(=O)c3cccc(SC)c3)nc12
69 | O=c1ccc(-c2cccs2)nn1CCCNS(=O)(=O)c1ccc(F)cc1
68 | C=CCn1c(SCc2c(C)noc2C)nc2scc(-c3ccco3)c2c1=O
61 | COc1ccc(-n2c(C)nc3ccc(NC(=O)Nc4ccc(C)cc4C)cc3c2=O)cc1
55 | Cn1c(O)c(N=NCc2ccccc2)c2ccccc21
71 | Cc1ccc2c(c1)c1c(n2C)CC[N+](C)(C)C1
56 | CC1(C)Cc2cccc(OCC(=O)NCCc3ccc(S(N)(=O)=O)cc3)c2O1
55 | CC1(C)c2ccccc2N2CCC(=O)NC21/C=C/c1cccs1 (stereo unspecified)
52 | Cc1nnc(NCCO)[nH]c1=O

RMI-FANCM inh | molecule
74 | Nc1nc(SCc2ccccc2)[nH]c(=O)c1NC(=O)c1ccccc1
53 | Cc1ncc(/C=C2\C(=O)Nc3ccccc32)[nH]1
63 | COc1ccc(NC(=O)Cn2nc(C)c(Br)c2C)cc1
52&52 | O=C(NNC(=O)c1csc(COc2ccc(C3SCCS3)cc2)n1)c1ccc(Cl)cc1
60 | CC(=O)c1cccn1S(=O)(=O)c1ccccc1
68 | O=S(=O)(Cc1ccc(F)cc1)NCc1ccsc1
65 | O=C(CCS(=O)(=O)c1ccccc1)Nc1nnc(-c2ccc(Br)s2)o1
55 | O=c1c2cc3c(=O)n(CCO)c(=O)c3cc2c(=O)n1CCO
56 | O=C(O)c1cc(O)c(O)c(O)c1
